High-throughput results deposited in PubChem by National Center for Advancing Translational Sciences (NCATS).
TDP1 inh: inhibitors of human tyrosyl-DNA phosphodiesterase TDP1. recombinant TDP1, AlphaScreen DNA substrate cleavage. Potency, µM (doses to about 130 µM), without a hit: top-dose activity change, negative = inhibition, actives largely listed as inhibitors. AID 485290. actives 0.28% (n = 350,000); note: nearly all actives have a fitted effect of over 40% in size
Target sequence (Q9NUW8 whole entry, looked up): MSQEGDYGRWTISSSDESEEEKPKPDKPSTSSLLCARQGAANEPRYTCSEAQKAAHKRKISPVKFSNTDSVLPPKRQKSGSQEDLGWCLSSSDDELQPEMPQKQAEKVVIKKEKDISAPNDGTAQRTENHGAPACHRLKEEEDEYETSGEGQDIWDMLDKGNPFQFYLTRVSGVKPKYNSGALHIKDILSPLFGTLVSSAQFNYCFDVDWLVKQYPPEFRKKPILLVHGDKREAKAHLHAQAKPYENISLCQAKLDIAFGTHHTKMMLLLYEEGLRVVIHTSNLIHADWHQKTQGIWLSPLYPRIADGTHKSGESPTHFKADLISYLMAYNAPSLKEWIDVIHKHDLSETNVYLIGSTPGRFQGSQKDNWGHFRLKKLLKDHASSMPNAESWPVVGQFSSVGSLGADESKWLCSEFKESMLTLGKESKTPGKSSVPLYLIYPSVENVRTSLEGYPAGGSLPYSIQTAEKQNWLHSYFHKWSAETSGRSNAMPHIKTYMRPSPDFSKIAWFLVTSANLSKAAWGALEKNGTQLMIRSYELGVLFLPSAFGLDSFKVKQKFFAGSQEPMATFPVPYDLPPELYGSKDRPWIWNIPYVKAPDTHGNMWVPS
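Signal: AlphaScreen proximity between streptavidin donor and anti-FITC acceptor beads on intact substrate. Reaction: Tdp1 1 nM, substrate 15 nM final, 5 min RT after 15 min compound preincubation.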
N370S GC: inhibitors or activators of N370S glucocerebrosidase for Gaucher disease; actives 0.092% (n = 330,000); N370S GC spleen homogenate, 4MU-glucoside fluorescence; AID 2101; Potency, µM (titrated, usually from 59.4 µM), inactives show at the top dose activity change, negative = inhibition, hits mostly inhibitors;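 note: 0% = full enzyme activity and -100% = no enzyme basal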
TDP1 cell noCPT: qHTS for Inhibitors of human tyrosyl-DNA phosphodiesterase 1 (TDP1): qHTS in cells in absence of CPT. DT40 Tdp1-/- hTDP1 cells, no CPT, ATP luminescence, 48 h. AID 686978, 2013. actives 15% (n = 420,000). Potency, µM (series often up to 46.2 µM), without a hit: top-dose activity change, negative = growth inhibition, most hits filed as inhibitors; note: nearly all actives have a fitted effect of over 55% in size
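No-CPT arm: Tdp1-/-;hTDP1 DT40 cells (400/well) plus compounds, incubated ≥48 hr at 37 °C. Readout CellTiter-Glo luminescence.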
* marks the source's active call; other numbers are inactive results; ? = inconclusive; . = no result given; & = joins results of further samples; [ ] = another dose, or the depositor's remark. Calls come from the whole dose curve; as a rule, active = well fitted curve in the direction sought with a large enough effect; inconclusive = small, poorly fitted or top-dose-only effect, or another doubt; inactive = no such curve, though single readings can be large; an effect the other way counts as inactive or inconclusive. Unless noted, % is set by controls: 0 for no effect and ±100 for the full control effect; potency is the fitted concentration of half-maximal effect. The list is partial (hit frequency here may not be typical).

SMILES	TDP1 inh	N370S GC	TDP1 cell noCPT
O=C(NCc1ccccc1F)C1CCCN1C(=O)NC1CCCCC1 (stereo not given)	.	3.3%	-2.0%
O=C(NC(NC(=S)Nc1cccc(Cl)c1)C(Cl)(Cl)Cl)OCc1ccccc1 (stereo not given)	7.1%	12.9%	18.4µM*
COCCn1c(C)cc(C(=O)CSc2nnc3ccccn23)c1C	2.0%	2.3%	-2.4%
COc1cc2[nH]c(=S)n(N(C(C)=O)C(C)=O)c(=O)c2cc1OC	2.6%	3.5%	-10.8%
CC(C)(C)c1ccc(C(=O)NC(=S)N2CCCC2)cc1	5.5%	1.2%	?
CC(=O)c1c(C)oc2ccc(NS(=O)(=O)c3ccc(F)cc3C)cc12	.	5.7%	18.4µM*
CCn1nccc1C(=O)Nc1ccc(Cl)c(Cl)c1	-1.6%[56.1 µM]	-5.0%	-15.9%
COC(=O)c1cccc(Nc2c(-c3ccc(O)c(OC)c3)nc3nc[nH]n23)c1	0.5%	.	?
COc1ccc(OC)c(Cc2nnc(CCC(=O)N3CCC(N4CCCCC4)CC3)o2)c1	-5.6%	12.6%	-8.6%
O=C(O)C1CCN(C(=O)c2cc(F)cc3c2OCOC3)CC1	2.6%	-4.6%	-1.3%
COc1ccc(OC)c(N2Cc3ccccc3C2)c1	3.0%[56.1 µM]	7.1%	?
CCCCCCCOc1ccc(C2CC(=O)N(C)C2=O)cc1 (stereo not given)	-11.9%	-5.8%	?
O=[N+]([O-])c1ccc(O)c(/C=N/Nc2nc3ccccc3[nH]2)c1	10.3%	-4.6%	2.06µM*
COc1ccccc1CNC(=O)C1CCCN1S(=O)(=O)c1cccc2cccnc12 (stereo not given)	-7.8%	7.0%	?
O=C(O)COc1ccc(/C=N/n2c(COc3ccccc3)nc3ccccc3c2=O)cc1	2.7%	0.0%	?
O=C(CCS(=O)(=O)c1ccc(Cl)cc1)Nc1ccc(F)cc1	.	-8.3%	-7.9%
Cc1cccc(Nc2ncnc(N)c2[N+](=O)[O-])n1	2.7%	-8.4%	16.4µM*
CCCNS(=O)(=O)c1ccc(CCC(=O)N2CCC(C)CC2)cc1	-2.3%	-3.9%	-12.5%
CC(=O)CCSc1ncnc2sc(-c3ccccc3)cc12	1.9%	-30.4%	?
CC1=CCC2C(=O)N(c3cccc(C(=O)Nc4ccc(Cl)cc4)c3)C(=O)C2C1 (stereo not given)	4.3%	-4.6%	0.3%
Cc1cc(-c2nnc(SCC(=O)Nc3nccs3)o2)no1	.	2.8%	18.7%
COc1cccc(NC(=O)[C@H](C)NC(=O)C2CCN(S(=O)(=O)c3ccc(C)cc3)CC2)c1	.	3.7%	-6.3%
O=C(COc1ccc(Cl)cc1)NCC(=O)N1CCC2(CC1)NCCc1[nH]cnc12	4.0%	-3.3%	0.2%
Cc1cc(NC(=O)C2CCCN2C(=O)Nc2cccc(Cl)c2)ccc1-n1cnnn1 (stereo not given)	2.8%	15.4%	1.0%
C/C(=N\NC(=O)c1cc(Br)ccc1O)c1ccccn1	4.0%[56.1 µM]	-9.8%	3.66µM*
CC(Cl)C(=O)c1c[nH]c2ccccc12 (stereo not given)	10.0%	12.2%	-9.5%
O=[N+]([O-])c1ccccc1S(=O)(=O)N1CCN(c2ccccc2)CC1	7.8%	-2.5%	-1.9%
O=C(Cn1[nH]c(=O)c2ccccc2c1=O)Nc1ccc2c(c1)CCC2	3.1%	19.3%	-15.9%
CCOc1cc(C(c2c(C)[nH][nH]c2=O)c2c(C)[nH][nH]c2=O)cc(Br)c1OC	.	-14.1%	2.3%
C/C(=N\NS(=O)(=O)c1ccc(Br)cc1)c1ccc(-n2ccnc2)cc1	0.3%	.	18.6%
CC1=CCC2C(=O)N(c3ccc(S(N)(=O)=O)cc3)C(=O)C2C1 (stereo not given)	0.6%	3.2%	-2.2%
O=C(CN1CCN(Cc2cccc(Cl)c2)C1=O)NCc1ccccn1	4.9%	3.7%	-3.8%
CC1C(=O)NN=C1C(=O)N/N=C\c1ccc(O)cc1O (stereo not given)	1.1%	-15.8%	-9.1%
O=C(Nc1ccccc1)Nc1ccc2c(c1)CCC2	5.1%	-1.4%	-12.0%
CCn1c(C(O)c2cc(OC)ccc2OC)nc2ccccc21 (stereo not given)	2.8%	-1.3%	-0.1%
COc1ccc(C(=O)NCC(=O)OCC(=O)NC2CCCC2)cc1	0.0%	-9.5%	-20.6%
NC(=O)C1(NC(=O)[C@@H]2CC3(CC(c4cccc(NC(=O)[C@@H]5CCC(=O)N5)c4)=NO3)CN2C(=O)c2cnccn2)CC1 (stereo not given in full)	-6.0%	4.9%[12.8 µM]	11.2%
c1coc(CNc2c3c(nc4ncnn24)CCCC3)c1	0.0%	6.0%	-17.3%
CCOC(=O)C1CCN(C(=O)Cn2ncc3c4ccccc4n(Cc4ccccc4F)c3c2=O)CC1	2.5%	.	4.61µM*
CN(c1ccc(OCC(=O)OCC(=O)Nc2ccccc2)cc1)S(=O)(=O)c1ccc(F)cc1	0.0%	-7.3%	1.9%

2 consecutive records already listed, for reference:
SMILES	TDP1 inh	N370S GC	TDP1 cell noCPT
CCOC(=O)C1CCN(C(=O)Cn2ncc3c4ccccc4n(Cc4ccccc4F)c3c2=O)CC1	2.5%	.	4.61µM*
CN(c1ccc(OCC(=O)OCC(=O)Nc2ccccc2)cc1)S(=O)(=O)c1ccc(F)cc1	0.0%	-7.3%	1.9%

Other records.
SMILES	TDP1 inh	N370S GC	TDP1 cell noCPT
Cn1c(=O)c2[nH]c(N=Nc3ccc(N)cc3N)nc2n(C)c1=O	.	-5.2%	-9.0%
CCNc1ncc2nc(CCc3ccccc3)c(=O)n(CCC#N)c2n1	.	?	?
CCOC(=O)C1(CCCc2ccccc2)CCN(C(=O)CCN2CCCCC2=O)CC1	-1.2%	0.0%	16.4µM*
Cc1ccc(CN2C(=O)CN(C3CCCCCC3)C(=O)C2c2ccc(F)cc2)cc1 (stereo not given)	5.2%	.	16.4µM*
COc1ccc(CNC(=O)Cc2csc3ccccc23)cc1OC	5.1%	.	?
COc1ccccc1/C=C/C=N/Nc1cccc(C(=O)O)c1	2.0%[0.0935 µM]	5.9%	-27.6%
Cc1ccc2c(c1)C(c1ccccc1)N(C(=O)c1ccc(F)cc1)CC(=O)N2 (stereo not given)	.	2.2%	?
CCCC(NC(=O)CNC(=O)C(C)(C)C)C(=O)O (stereo not given)	5.5%	-16.4%	-7.2%
O=C(O)C1CCN(c2ccc([N+](=O)[O-])cc2[N+](=O)[O-])CC1	.	-2.8%	-1.3%
C=CCNC(=S)N/N=C/c1ccc(C)c([N+](=O)[O-])c1	5.1%	3.3%	6.51µM*
COc1ccccc1CNC(=O)CSc1ncc2c(n1)-c1ccccc1N(Cc1ccc(C)cc1)S2(=O)=O	1.8%	.	11.6µM*
O=C(CN=C1NS(=O)(=O)c2ccccc21)OCC(=O)c1cc(F)ccc1F	-2.5%	-7.1%	-19.3%
Clc1ccc(Cl)c(OCCCCN2CCCCC2)c1	.	-4.4%	?
COc1ccc(NC(=O)CCS(=O)(=O)c2cc(Br)cc3c2N(C(C)=O)CC3)c(OC)c1	0.0%	.	-9.4%
CC(C)=CC(=O)OCC(=O)Nc1ccc(F)cc1Cl	2.0%	6.5%	-20.1%
Cc1ccc(S(=O)(=O)N(C)C[C@@H]2Oc3c(NS(C)(=O)=O)cccc3C(=O)N([C@H](C)CO)C[C@@H]2C)cc1	1.3%	.	-1.9%
COC(=O)[C@@]1(Cc2ccc(F)cc2)[C@H]2c3cc(C(=O)N(C)C)n(CCSCCO)c3C[C@H]2CN1C(=O)c1ccccc1	5.5%&14.1%	1.4%&-20.7%	-17.6%
O=C(O)CCC(=O)N(Cc1cccnc1)Cc1cccc(F)c1	1.0%	2.8%	3.4%
CCn1c(-c2ccc(C)cc2)n[nH]c1=S	4.9%	4.5%	?
Cc1cccc(CCNC(=O)Cn2ncc3c(=O)oc4ccccc4c32)c1	-2.3%	.	-18.9%
O=C(O)c1cccc(N2C(=S)N=C(Nc3ccccc3)C23CCCCC3)c1	-2.7%	3.2%	-1.4%
Cc1oc2nc(SCCCC(=O)NCCCO)nc(N)c2c1C	6.8%	4.5%	-5.5%
COCCNC(=O)c1c(NC(=O)Cc2coc3cc(C)ccc23)sc2c1CCCC2	1.2%	.	?
COCCn1c(=O)c(-c2ccccc2)nc2cncnc21	.	10.3%	23.3%
Cc1cc(C(=O)N/N=C/c2c(C)[nH]n(-c3ccccc3)c2=O)n[nH]1	2.1%	-6.0%	?
CCN(CC)S(=O)(=O)c1ccc(N2CCOCC2)c(NC(=O)c2ccccc2F)c1	0.0%	?	?
CC1CCCN(C(=O)CCNC(=O)c2ccccc2Cl)C1 (stereo not given)	0.3%	-21.1%	3.9%
CC(=O)OC[C@@H]1O[C@H](CCO/N=C(\C)CCN2CCCCc3nc(C)c(C)cc32)C=C[C@@H]1OC(C)=O	3.7%[21 µM]	7.1%[12.8 µM]	.
O=C(Cn1c(=O)c2cccn2c2cccnc21)N1CCN(c2ccccc2F)CC1	1.5%	1.9%	-12.2%
O=C(Nc1cccc2cccnc12)c1cccc2ccccc12	1.9%&-5.3%	13.5%	?
Cc1nc(C)c(C(=O)O)c(-c2cccs2)c1C(=O)O	.	-0.5%	-19.2%
COc1ccc(OCCCC(=O)Oc2ccc(OC)cc2)cc1	5.9%	9.4%	-13.0%
Cc1cccc(-c2noc(-c3ccc(N4CCN(C)CC4)c([N+](=O)[O-])c3)n2)c1	8.6%	.	23.1µM*
c1ccc(Sc2nc(N3CCCCC3)nc(N3CCCCC3)n2)nc1	-6.1%	?	18.4µM*
Cc1cccc(/C=N/NC(=O)c2cccc([N+](=O)[O-])c2)n1	9.8%	5.4%	20.6µM*
CCc1ccc(NC(=O)c2n[nH]c(=O)c3ccccc23)cc1	-1.2%	0.3%	20.7%
CCc1ccccc1NC(=O)c1cnc2n(c1=O)CCS2	0.0%	?	-6.5%
O=C(CSc1ccc(F)cc1)Nc1ccc(Br)cc1	-3.7%	?	18.4µM*
COc1ccc(OCC(=O)N2CCC(n3nccc3NC(=O)C3CC3)CC2)cc1	6.0%	-1.9%	-1.2%
O=C(Nc1ccc(N2CCOCC2)cc1)C1CCN(S(=O)(=O)c2ccc3c(c2)OCCO3)CC1	7.0%	-4.3%	9.1%

Sorted by molar mass (ascending): part of the list above
SMILES	TDP1 inh	N370S GC	TDP1 cell noCPT
CCc1ccc(NC(=O)c2n[nH]c(=O)c3ccccc23)cc1	-1.2%	0.3%	20.7%
COc1ccc(OCCCC(=O)Oc2ccc(OC)cc2)cc1	5.9%	9.4%	-13.0%
O=C(CSc1ccc(F)cc1)Nc1ccc(Br)cc1	-3.7%	?	18.4µM*

Other structures
SMILES	TDP1 inh	N370S GC	TDP1 cell noCPT
O=C(O)CSc1nnc(-c2ccc(Cl)cc2Cl)n1-c1ccccc1	1.7%	-2.8%	8.9%
CCC(C)(C)n1nnnc1C(c1ccccc1)N1CCN(C2CCCC2)CC1 (stereo not given)	2.2%	13.0%	-28.1%
COc1cc(C=O)ccc1Oc1nnnn1-c1ccc(C(N)=O)cc1	7.9%	7.7%	1.1%
O=C(COc1ccc(Br)cc1Br)NNC(=O)c1cccs1	0.0%	?	-8.7%
c1cncc(Nc2c3ccccc3nc3ccccc23)c1	.	1.0%	14.6µM*
O=C(CN1C(=O)C2CCCCC2C1=O)Nc1ccc(OC(F)F)c(Cl)c1 (stereo not given)	1.5%	.	-11.0%
CCC(=O)c1ccc(OCC(O)CN2CCN(C(c3ccccc3)c3ccccc3)CC2)cc1 (stereo not given)	10.5%	-21.5%	?
COc1ccc(CN(Cc2nc3ccccc3c(=O)[nH]2)C(=O)c2ccco2)cc1	9.8%	-7.2%	-4.9%
O=C(/C=C/c1cccnc1)c1cccc(O)c1	.	-6.0%	2.91µM*
CN(Cc1nccn1C)C(=O)CC1C(=O)NCCN1Cc1cccc(Oc2ccccc2)c1 (stereo not given)	.	6.7%	3.5%

Overlap with the part before: 3 entries, then new ones.
SMILES	TDP1 inh	N370S GC	TDP1 cell noCPT
COc1ccc(CN(Cc2nc3ccccc3c(=O)[nH]2)C(=O)c2ccco2)cc1	9.8%	-7.2%	-4.9%
O=C(/C=C/c1cccnc1)c1cccc(O)c1	.	-6.0%	2.91µM*
CN(Cc1nccn1C)C(=O)CC1C(=O)NCCN1Cc1cccc(Oc2ccccc2)c1 (stereo not given)	.	6.7%	3.5%
CCOC(=O)c1c(CN2CCN(C)CC2)n(C)c2cc(Br)c(OC)cc12	-1.1%	11.5%	?
Cc1ccc(N2C(=O)c3ccccc3C2O)nc1 (stereo not given)	0.0%	5.7%	.
Cc1cc(C(=O)NNc2ccc(C)c(C)c2)no1	8.2%	6.1%	-11.6%
CC1/C(=C\c2ccc(Cl)cc2)C(=O)C2CC1C2(C)C (stereo not given)	-6.8%	7.2%	0.4%
O=C(Nc1cccc(S(=O)(=O)N2CCCCC2)c1)c1ccc(N2CCCC2=O)cc1	-0.6%	.	-19.0%
